# Source: PubChem
# IEC-6 tox = cytotoxicity in IEC-6 intestinal epithelial cells, primary screen, cytotoxicity control for KLF5 inhibitor project, cell-based, luminescence. IEC-6 cytotoxicity, luminescence viability. inhibition, % at 5 µM. 290,000 compounds, 0.78% hits. AID 1825, 2009; in the data active means inhibition above about 22%;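 further: 0% = plate median of test compound wells and 100% = cytotoxic reference compound wells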
# HSP90 refold inh = HSP90 inhibitors, primary screen, cell lysate, luminescence. Heat shock protein HSP 90 (rabbit reticulocyte lysate; luciferase refolding). Rabbit reticulocyte lysate, luciferase refolding luminescence, 3 h. inhibition, % at 5.6 µM. 290,000 compounds, 0.91% hits. AID 1789, 2009;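 active means inhibition above the screen-wide mean plus 3 SD, computed separately per campaign, cut at about 16% in these data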;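 further: 0% = DMSO wells and 100% = 60 µM geldanamycin wells; inhibitors lower the luminescence because luciferase stays unfolded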
# KLF5 inhibitor = KLF5 expression inhibitors, primary screen, DLD-1 cells, luminescence | DLD-1 KLF5 promoter-luciferase reporter | inhibition, % at 5 µM | 290,000 compounds, 0.23% hits;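 active means inhibition above a per-plate limit of that plate's mean compound inhibition plus 3 SD, cut at about 60% in these data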;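 further: 0% = DMSO wells and 100% = LY294002 at 200 µM; higher means less KLF5 promoter-driven luciferase light; inactives centre near -14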
# Starred values were filed as active, the others as inactive.
structure | IEC-6 tox | HSP90 refold inh | KLF5 inhibitor
O=C(CN1CCN(C(=O)c2ccco2)CC1)Nc1c2c(nc3c1CCC3)CCCC2 | -2.9 | 3.9 | -12.1
O=C(Nc1ccc(N2CCCC2)c(Cl)c1)c1ccc([N+](=O)[O-])o1 | 70.9* | 3.2 | -4.7
O=C(NCc1ccco1)c1cccn2c(=O)c3cc4ccccc4cc3nc12 | -1.5 | 14.4 | -27.2
Cc1[nH]c(C)c(C(=O)O)c1CNC1CCCCC1C (stereo not drawn) | -1.3 | 2.0 | -7.6
Clc1ccc2oc(-c3ccccc3)cc(=NCCCN3CCOCC3)c2c1 | -4.3 | 1.6 | -116.3
CC(C)[C@@H]1NC(=O)c2cc([N+](=O)[O-])cc(I)c2NCC[C@@H](C(N)=O)NC(=O)[C@H](CO)NC1=O | -0.2 | -1.4 | -5.6
CC(=O)c1cnc(Nc2nc(C)c3cc(C)ccc3n2)nc1C | 2.3 | 2.8 | -11.1
COc1ccccc1-c1cc(C(F)(F)F)nc(S(=O)(=O)CCCC(=O)Nc2cccnc2Cl)n1 | 9.5 | 3.2 | -18.0
COc1ccc(N(C)C(=S)Oc2ccc(C(=O)Nc3ccccc3)cc2)cc1 | -5.0 | 0.2 | -53.7
CN(C)CCCN1C(=O)C(=O)/C(=C(/O)c2ccc3c(c2)OCO3)C1c1cccnc1 (stereo not drawn) | -0.7 | -0.2 | -5.9
CC[n+]1c(C)cc2c(sc3ccccc32)c1C | 0.5 | 3.0 | -36.5
Cc1c2c(nc3ccccc13)OCC2 | 5.6 | 0.0 | -56.6
CCOCCCNC(=O)c1cn(C)c2ccc(S(=O)(=O)N(C)C3CCCCC3)cc2c1=O | -6.7 | -3.0 | -16.5
O=C(CSc1nc2cccnc2n1Cc1ccccc1)N1CCc2ccccc21 | 0.0 | 0.5 | -27.2
COc1ccc(NC(=O)CSc2nnc(Cn3c(=O)sc4ccccc43)n2C)cc1 | 3.4 | -2.3 | -3.7
CC(C)CCOc1ncnc2c1sc1nc3c(cc12)CSC(C)(C)C3 | -11.7 | -1.3 | -36.3
COc1ccc(-c2cc(C(F)(F)F)n3nc(C(=O)Nc4c(C)n(C)n(-c5ccccc5)c4=O)cc3n2)cc1 | -1.5 | -0.5 | -25.4
CN(C)CCCNc1cc(Cl)c(S(=O)(=O)N2CCCCC2)cc1C(=O)O | 3.7 | 0.3 | 2.5
c1ccc(CNn2c(N3CCOCC3)nc3ccccc32)cc1 | -1.0 | 2.0 | 0.3
CCc1nnc(NC(=O)CN2CCN(c3ccc(Cl)cc3)CC2)s1 | -3.1 | 0.7 | -4.3

# A second format for some results above:
CN(C)CCCNc1cc(Cl)c(S(=O)(=O)N2CCCCC2)cc1C(=O)O
- IEC-6 tox: 3.7
- HSP90 refold inh: 0.3
- KLF5 inhibitor: 2.5
c1ccc(CNn2c(N3CCOCC3)nc3ccccc32)cc1
- IEC-6 tox: -1.0
- HSP90 refold inh: 2.0
- KLF5 inhibitor: 0.3

# (continued)
structure | IEC-6 tox | HSP90 refold inh | KLF5 inhibitor
N#Cc1c(-c2ccccc2)cc(-c2ccco2)c(C#N)c1N | 3.0 | 7.2 | -14.8
CCCCNC(=O)C(c1ccc(-c2ccccc2)cc1)N(CCN1CCOCC1)C(=O)CCCCCN1C(=O)NC(c2ccc([N+](=O)[O-])cc2)C(C(=O)OCc2ccccc2)=C1C (stereo not drawn) | 3.3 | 3.1 | -4.6
Cc1c(=O)n(OCc2c(F)cccc2F)c2ccccc2[n+]1[O-] | -2.1 | 1.6 | 20.3
O=C(c1ccncc1)N1C2C=CC(C2)C1(C(F)(F)F)C(F)(F)F (stereo not drawn) | -4.6 | -0.3 | -6.1
CCOc1ccc(-c2nnc3sc(-c4c(OC)cccc4OC)nn23)cc1 | -1.3 | 1.2 | -8.4
COc1ccc(/C=N/n2c(SC)nnc2-c2ccccc2)c(OC)c1OC | 68.4* | 5.6 | 39.6
O=C(N/N=C/c1coc2ccccc2c1=O)c1cc(O)cc(O)c1 | -9.5 | 7.8 | -7.3
CCN1/C(=C/c2ccc3cc(C)ccc3[n+]2CC)Sc2cc(C)c(C)cc21 | 38.6* | -2.3 | -0.8
Cc1cccn2c(=O)c3cc(C(=O)N4CCCc5ccccc54)n(C)c3nc12 | 3.7 | -3.2 | -4.5
COC(=O)c1cc(C)sc1NC(=O)CC1Nc2ccccc2NC1=O (stereo not drawn) | 5.7 | 1.4 | -30.4
Cc1nn2c(CN(C(=O)c3ccco3)c3ccccc3)nnc2c2ccccc12 | 2.2 | -3.8 | -3.7
Cc1cc(C(=O)COC(=O)c2cc(O)c3ccccc3c2O)c(C)n1CC1CCCO1 (stereo not drawn) | 2.9 | 1.5 | -3.2
CN=c1scc(-c2c[nH]c3ccccc23)n1C | 6.1 | 4.4 | 0.6
CCOC(=O)c1[nH]c(C)c(C(=O)O)c1C | -3.3 | -0.1 | -46.4
CCc1nn2c(=O)cc(CSc3nc4sc5c(c4c(=O)n3C)CCCC5)nc2s1 | -6.0 | 1.0 | -14.4
N#CC(C#N)=C1c2cc(S(N)(=O)=O)ccc2-c2ccc(S(N)(=O)=O)cc21 | 3.4 | 0.0 | 19.7
COC(=O)C(C)Sc1nc(-c2ccc(OC)cc2)nc2c1c(=O)n(C)c(=O)n2C (stereo not drawn) | -5.5 | -4.5 | -35.9
O=c1/c(=C\c2cccn2-c2ccccc2)sc2nc3ccccc3n12 | -3.2 | -4.3 | -49.0
COC(=O)c1nc(NC(=O)c2ccccc2Br)n[nH]1 | -3.7 | 6.0 | 3.2
CN(C)c1ccc(/C=C/c2ccncc2)cc1 | -1.9 | -2.1 | -72.0
CCOC(=O)c1[nH]c2ccc(OC)cc2c1NC(=O)C(C)N1CCC2(CC1)OCCO2 (stereo not drawn) | -1.0 | -0.5 | -23.3
Cc1ccc(NC(=O)CN2C(=O)S/C(=C/c3ccc(O)c([N+](=O)[O-])c3)C2=O)cc1C | -18.0 | -5.2 | -28.0
CCOC(=O)c1sc(NC(=O)CSc2nc3c(cc2C#N)CCC3)c(C#N)c1C | 5.5 | 1.0 | -42.7
CN/N=C(\Cc1nc2ccccc2[nH]1)c1ccc([N+](=O)[O-])cc1 | 10.2 | 2.4 | -4.8
C/C(CCN1CCCCc2nc(C)c(C)cc21)=N\OC[C@@H](O)[C@H]1O[C@@H]2OC(C)(C)O[C@@H]2[C@H]1O | 4.0 | 2.4 | -15.6
COc1cc2[nH]c(=S)nc(NCCc3ccc(C)cc3)c2cc1OC | 5.0 | 4.0 | -14.9
CC(C)(C)n1ncc(Oc2ccc(Oc3cnn(C(C)(C)C)c(=O)c3Cl)cc2)c(Cl)c1=O | 1.1 | 4.1 | -27.3
Cc1nc2cc(N3CCCCC3)c(NC(=O)c3ccncc3)cc2c(=O)n1Cc1ccccc1 | -7.3 | 1.2 | -20.7
CCOC(=O)c1ccc(NC(=O)CN2CCN(CCN=CC3=C(O)CC(C)(C)CC3=O)CC2)cc1 | 6.5 | 2.5 | -10.3
CC1=CC(C)(C)N(C(=O)C(C)N2C(=O)c3ccccc3C2=O)c2c(C)cc(C)cc21 (stereo not drawn) | -5.3 | 1.3 | -67.1

# Some of these compounds in order of molar mass, lowest first.
structure | IEC-6 tox | HSP90 refold inh | KLF5 inhibitor
CN=c1scc(-c2c[nH]c3ccccc23)n1C | 6.1 | 4.4 | 0.6
O=C(c1ccncc1)N1C2C=CC(C2)C1(C(F)(F)F)C(F)(F)F (stereo not drawn) | -4.6 | -0.3 | -6.1
O=C(CSc1nc2cccnc2n1Cc1ccccc1)N1CCc2ccccc21 | 0.0 | 0.5 | -27.2
CCCCNC(=O)C(c1ccc(-c2ccccc2)cc1)N(CCN1CCOCC1)C(=O)CCCCCN1C(=O)NC(c2ccc([N+](=O)[O-])cc2)C(C(=O)OCc2ccccc2)=C1C (stereo not drawn) | 3.3 | 3.1 | -4.6

# Back to the main list with the three entries that preceded the break.
structure | IEC-6 tox | HSP90 refold inh | KLF5 inhibitor
Cc1nc2cc(N3CCCCC3)c(NC(=O)c3ccncc3)cc2c(=O)n1Cc1ccccc1 | -7.3 | 1.2 | -20.7
CCOC(=O)c1ccc(NC(=O)CN2CCN(CCN=CC3=C(O)CC(C)(C)CC3=O)CC2)cc1 | 6.5 | 2.5 | -10.3
CC1=CC(C)(C)N(C(=O)C(C)N2C(=O)c3ccccc3C2=O)c2c(C)cc(C)cc21 (stereo not drawn) | -5.3 | 1.3 | -67.1
CN=c1scc(-c2ccc(F)cc2)n1/N=C/c1ccc(O)c(O)c1 | 11.5 | 19.7* | -51.6
Cc1ccc(-c2c3c(=O)n(C)c(=O)n(C)c3c3nnc4ccccc4n23)cc1 | 12.7 | 4.8 | -5.5
C=CCn1c(C)cc(-c2csc(NC)n2)c1C | -2.3 | 0.3 | 14.6
CCN(CC)CCN1C(=O)C(=O)/C(=C(/O)c2cnn(-c3ccccc3)c2C)C1c1cccs1 (stereo not drawn) | 3.3 | 33.3* | -82.8
Cc1nc(N2CCN(S(=O)(=O)c3ccccc3)CC2)c2c3c(sc2n1)CC(C)CC3 (stereo not drawn) | -8.5 | -1.4 | 2.1
CC(C)[C@@H]1NC(=O)c2cc([N+](=O)[O-])cc(I)c2NCCCC[C@@H](C(=O)NC(CC(=O)O)C(N)=O)NC(=O)[C@H](CO)NC1=O (stereo partly drawn) | -1.8 | -0.5 | -3.7
CNc1nc(-c2ccc3c(c2)CCN3C(=O)c2ccc(F)cc2)cs1 | 2.8 | 19.1* | -13.1
CCOC(=O)COc1cccc2c(=O)n(CC(=O)NCCc3ccc(OC)c(OC)c3)ccc12 | 4.0 | -2.8 | -15.8
FC(F)(F)c1cc(C(F)(F)F)c2ccc(N/N=C/c3cccc(Cl)c3)nc2n1 | 3.4 | -1.2 | 17.2
O=C(NCC1CCCO1)C1CCN(S(=O)(=O)c2cccc3cccnc23)CC1 (stereo not drawn) | -3.0 | -1.9 | -20.0
Cc1cccc(C(=O)Nc2ccc(C)c(OC(=O)c3cccc(C)c3)c2)c1 | 0.7 | 1.5 | -65.2
COc1ccccc1/C=N/n1c(N)c(C(=O)NC2CCCCC2)c2nc3ccccc3nc21 | -3.4 | -1.6 | 14.6
CCOC(=O)/C(=N\Nc1ccc(Br)cc1)N1CCN(c2ccccc2OC)CC1 | 4.4 | -0.9 | 8.5
CCc1nnc(NC(=O)CSc2nc(-c3ccc(F)cc3)cc(-c3ccccc3)c2C#N)s1 | -1.3 | -0.3 | -8.2
CCCCn1c(=S)[nH]c2c(oc3ccc(Cl)cc32)c1=O | 2.5 | 7.2 | -58.5
Cc1ccc(S(=O)(=O)NCCC(=O)N2CCCCC2)cc1 | 0.5 | -0.1 | -9.4
Cc1ccc(S(=O)(=O)Nc2ccc(-c3nc4cc(NS(=O)(=O)c5ccc(C)cc5)ccc4o3)cc2)cc1 | -0.8 | 4.4 | -21.0
Cc1ccc2nc(SCc3nnc(-c4ccccc4[N+](=O)[O-])o3)c(C#N)cc2c1 | 4.6 | 4.1 | -16.0
O=C(CSc1ccc2nnc(-c3ccccc3)n2n1)N1CCN(c2ccccc2)CC1 | -3.3 | 2.9 | -14.0
O=C1Nc2ccc([N+](=O)[O-])cc2C1=Nc1cccc(CO)c1 | -7.0 | 5.5 | -25.1
Cc1ccccc1-n1c(Cn2c(=O)sc3ccccc32)nnc1SCC(=O)Nc1nccs1 | 0.7 | -3.8 | -44.0
Cc1cccc2cc(CN(CCCO)C(=O)Nc3ccc(Cl)cc3)c(=O)[nH]c12 | -0.8 | -2.5 | -15.8
O=C(CSc1nnc(-c2cccs2)n1-c1ccccc1)N1CCc2ccccc21 | -1.3 | 2.6 | -11.1
Clc1ccc2nc(-c3ccccc3)nc(C(Cl)Cl)c2c1 | 5.9 | -5.9 | -9.6
CCOC(=O)c1cnc2c(N=Nc3cccc(Cl)c3)c(N)nn2c1N | -1.1 | -0.6 | -44.8
CC(=O)c1cn(CCCCCCCCCCn2cc(C(C)=O)c(=O)[nH]c2=O)c(=O)[nH]c1=O | 6.8 | -0.4 | -0.9
O=C(O)c1cc(C(=O)O)cc(-c2ccc(/C=c3/sc4nc5ccccc5n4c3=O)o2)c1 | -0.9 | 2.1 | -13.2
O=C1NC(=S)N/C1=C/c1ccc(-c2c(Br)cc([N+](=O)[O-])cc2Br)o1 | 2.8 | -2.6 | -6.7
CCOC(=O)c1c(C)oc2c1c(CN1CCN(CCO)CC1)c(O)c1ccccc12 | 7.7 | -4.7 | -41.6

# A portion of the library; rates above refer to the full screens.
